# CHRM4 agonist: CHRM4 agonism in calcium assay. CHO-K1 hM4/Gqi5, Fluo-8 calcium fluorescence; vehicle 0%, full acetylcholine response 100%. P08173. 360,000 compounds, 0.14% hits. AID 624127. activation, % at 3 µM;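 active = activation above the run mean over all test wells plus 3 SD, cut at about 32% in these data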;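 also: peak over basal fluorescence ratio per well then scaled between controls; 0% = DMSO wells and 100% = acetylcholine at EC100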
# Target sequence (P08173 whole entry, looked up): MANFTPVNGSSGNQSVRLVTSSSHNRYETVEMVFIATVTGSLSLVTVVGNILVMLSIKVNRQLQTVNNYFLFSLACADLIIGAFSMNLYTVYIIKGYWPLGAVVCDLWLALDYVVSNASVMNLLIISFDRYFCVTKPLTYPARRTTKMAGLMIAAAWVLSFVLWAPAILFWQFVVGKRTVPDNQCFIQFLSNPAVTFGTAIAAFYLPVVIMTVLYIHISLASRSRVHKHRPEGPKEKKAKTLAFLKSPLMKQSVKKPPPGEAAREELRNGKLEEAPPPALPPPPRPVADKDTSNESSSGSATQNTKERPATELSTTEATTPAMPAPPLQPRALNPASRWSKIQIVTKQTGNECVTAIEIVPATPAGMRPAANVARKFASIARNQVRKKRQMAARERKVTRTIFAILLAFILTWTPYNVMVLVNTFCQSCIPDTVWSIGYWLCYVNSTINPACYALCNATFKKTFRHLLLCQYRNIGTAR
# CHRM4 PAM: positive allosteric modulators of human muscarinic M4 receptor; P08173; 360,000 compounds, 0.4% hits; CHO-K1 hM4/Gqi5, Fluo-8 calcium fluorescence, ACh EC20; 0% = ACh EC20, 100% = maximal ACh; activation, % at 3 µM;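 active = activation above its plate's cutoff, the mean activation of sample wells plus 3 SD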; also: some results filed as inactive read as strong as hits
# CHO-K1 Ca PAM: M1 PAM counterscreen hit in parental CHO-K1 cells. AID 602247. ATP EC20, Fluo-8 calcium fluorescence; 0% at ATP EC20, 100% at ATP max. activation, % at 3 µM. 360,000 compounds, 0.02% hits;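 active = activation above the run cutoff, the mean activation of all test compounds plus 3 SD, cut at about 40% in these data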;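 also: peak over basal fluorescence ratio in a 140 s read after ATP addition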
# CHRM5 antagonist: antagonists of human muscarinic M5 receptor (CHRM5); P08912; CHO-hM5 cells, Fluo-8 calcium fluorescence, ACh EC80; inhibition, % at 3 µM; 360,000 compounds, 0.59% hits; AID 624040;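 active = inhibition above a per-plate cutoff, the mean of that plate's test compounds plus 3 SD, cut at about 27% in these data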;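 also: 0% = acetylcholine EC80 with DMSO and 100% = DMSO without agonist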
# Target sequence (P08912 whole entry, looked up): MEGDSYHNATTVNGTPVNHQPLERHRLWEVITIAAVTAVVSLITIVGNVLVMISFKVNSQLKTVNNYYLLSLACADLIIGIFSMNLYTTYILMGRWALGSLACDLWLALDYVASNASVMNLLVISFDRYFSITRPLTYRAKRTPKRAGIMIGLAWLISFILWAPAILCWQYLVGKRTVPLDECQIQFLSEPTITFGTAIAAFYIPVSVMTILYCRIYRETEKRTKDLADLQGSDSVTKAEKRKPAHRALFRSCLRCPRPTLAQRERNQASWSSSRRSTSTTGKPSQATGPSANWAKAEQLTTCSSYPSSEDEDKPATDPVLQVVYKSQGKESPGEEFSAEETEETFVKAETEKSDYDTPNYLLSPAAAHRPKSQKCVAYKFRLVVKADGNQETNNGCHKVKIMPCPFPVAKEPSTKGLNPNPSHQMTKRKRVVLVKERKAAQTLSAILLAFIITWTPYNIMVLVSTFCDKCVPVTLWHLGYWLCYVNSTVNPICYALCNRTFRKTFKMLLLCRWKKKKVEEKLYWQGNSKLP
# CHO-K1 Ca antag: nonselective inhibitor or artifact in parental CHO-K1 cells; inhibition, % at 3 µM; ATP-induced calcium, Fluo-8 fluorescence; 360,000 compounds, 0.6% hits;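 active = inhibition above a per-plate cutoff, the plate's mean sample inhibition plus 3 SD, cut at about 24% in these data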;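 also: 0% = DMSO plus EC80 ATP and 100% = DMSO alone without ATP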
# CHRM5 PAM: potentiates acetylcholine response at human M5 receptor. P08912. activation, % at 3 µM. 360,000 compounds, 0.3% hits. CHO-K1 hM5, Fluo-8 calcium, ACh EC20 PAM; 0% = ACh EC20, 100% = ACh EC100;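 active = activation above the run cutoff, the mean activation of all test compounds plus 3 SD, cut at about 18% in these data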
#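 Test system: CHO-K1 hM5 cells / Doses: single-point, 3 µM nominal / Times: Post-acetylcholine fluorescence recording 140 s / Technique: Fluo-8 calcium fluorescence / Measure: Max/basal fluorescence ratio as % of EC20–EC100 ACh window / Benchmarks: low control EC20 acetylcholine (0%), high control EC100 acetylcholine (100%) / Replicates: one well per compound, no replicates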
# CHRM4 antagonist: CHRM4 antagonism in calcium assay; CHO-hM4 cells, ACh EC80, Fluo-8 calcium fluorescence; inhibition, % at 3 µM; 360,000 compounds, 0.73% hits; AID 624125;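 active = inhibition above its plate's cutoff, the mean inhibition of sample wells plus 3 SD, cut at about 27% in these data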;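 also: 0% = acetylcholine EC80 with DMSO and 100% = DMSO without agonist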
# CHRM5 agonist: CHRM5 agonism in calcium assay; AID 624037; activation, % at 3 µM; CHO-K1 hM5 cells, Fluo-8 calcium fluorescence; 0% DMSO wells, 100% maximal acetylcholine response; 360,000 compounds, 0.19% hits; P08912;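 active = activation above the run's mean over test compounds plus 3 SD, cut at about 23% in these data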;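 also: signal is peak over basal fluorescence ratio across the kinetic read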
# CHO-K1 Ca ag: nonselective activator or artifact in parental CHO-K1 cells. Fluo-8 calcium fluorescence; scaled to maximal ATP response, vehicle zero. activation, % at 3 µM. 360,000 compounds, 0.48% hits. AID 602248; in the data active = activation above about 15%;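 also: untransfected CHO-K1 host cells lacking M1 receptor as counterscreen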
# Active calls of the source: *. An excerpt; the hit share may differ from the screen's.
SMILES,CHRM4 agonist,CHRM4 PAM,CHO-K1 Ca PAM,CHRM5 antagonist,CHO-K1 Ca antag,CHRM5 PAM,CHRM4 antagonist,CHRM5 agonist,CHO-K1 Ca ag
O=S1(=O)CC2(N3CCOCC3)CCCCCCC21 (stereo not drawn),0,3,18,3,-3,0,2,-2,1.0
CCCCn1c(O)c(C=NCCCN(CC)CC)c(=O)[nH]c1=O,1,1,17,1,-5,5,-1,0,0.1
COC(=O)C1=C(c2ccc3ccccc3c2)C[C@@H]2CC[C@H]1N2C(=O)NC1Cc2ccccc2C1,0,-1,16,9,-11,10,5,-6,-0.2
CN1C(=O)/C(=C\c2ccc(N3CCCCCC3)cc2)C(=O)NC1=S,0,4,23,3,-10,2,-5,-11,1.3
CCN(CC)C(=O)c1ccc(NC(=O)CSc2nnnn2-c2cc(OC)ccc2OC)cc1,3,-1,-3,10,-21,-1,1,5,2.8
COc1ccc(Br)cc1CNCCc1cccc(Cl)c1,11,-7,23,-30,-4,-7,8,0,8.4
COC(=O)C1=C(c2ccccc2OCc2ccccc2)C[C@@H]2CC[C@H]1N2C(=O)NCc1cccc(C(F)(F)F)c1,5,-1,19,10,-18,-3,-7,-2,1.3
CCOC(=O)C1=C(N)OC2=C(C(=O)CCC2)C12C(=O)Nc1ccccc12 (stereo not drawn),1,3,0,1,6,0,6,1,-0.3
COc1ccc(-n2nnnc2C(c2ccccc2)N2CCC3(CC2)C(=O)NCN3c2ccccc2)cc1 (stereo not drawn),4,-10,-8,-4,22,5,1,13,0.3
CCC1CN1P(=O)(Oc1ccc(Cl)cc1)N1CC1CC (stereo not drawn),0,1,6,15,-15,1,9,2,1.1
Cc1ccc([N+](=O)[O-])cc1,2,8,18,-3,-26,-2,-13,-2,0.9
CC(=O)c1c(C)n(C2CCCCC2)c2ccc(O)cc12,0,-5,8,6,-5,-3,-2,-2,0.2
COC(=O)C1=C(c2c(C)noc2C)C[C@@H]2CC[C@H]1N2C(=O)NC(C)C,1,0,21,6,-12,10,-7,0,0.0
C(#CCN1CCOCC1)COCC#Cc1ccccc1,1,13,6,-3,-9,-8,8,-2,1.2
COc1ccc(CN2Cc3cc(N4CCCCC4)ccc3-n3nncc3C2)cc1,-1,8,2,-3,8,0,-10,-2,-0.2
COc1ccccc1NP1(=O)OCC(C)([N+](=O)[O-])CO1 (stereo not drawn),2,3,-14,2,-4,8,-5,3,0.1
c1cc2c(cc1C1OCC3C(c4ccc5c(c4)OCO5)OCC13)OCO2 (stereo not drawn),0,-2,1,5,14,-5,-1,1,0.4
Cc1ccc(NC(=O)c2ncn(CCCNCCN3CCOCC3)n2)cc1C,1,-1,13,-20,-11,1,-10,-1,5.4
Cc1cc(C(=O)N2CCC3(CC2)OCCO3)cs1,0,-3,12,-5,-26,0,2,3,0.5
CCOP(=O)(OCC)c1ccc(OP(=O)(c2cccc([N+](=O)[O-])c2)c2cccc([N+](=O)[O-])c2)cc1,1,21,4,-3,-7,11,-10,1,0.3
CC1=NN(Cc2c[nH]c3ccccc23)C(C)(C)C1,3,4,10,5,4,-4,3,-1,0.7
O=C1C(=O)c2ccccc2-c2ccccc21,6,-8,11,11,-2,-3,6,4,3.2
O=C(C[n+]1ccn(CCCNP2(=O)C=C(c3ccccc3)OC(c3ccccc3)=C2)c1)c1ccccc1,1,6,8,9,-11,2,-17,-13,0.7
COC(=O)C1=C(c2ccccc2)C[C@@H]2CC[C@H]1N2C(=O)NCc1cccc2ccccc12,3,1,24,7,-23,3,2,-6,-0.1
COC(=O)C1=C(c2ccc(Cl)c(C(F)(F)F)c2)C[C@@H]2CC[C@H]1N2C(=O)NC1CCCCC1,2,-4,15,-6,-17,3,-21,-12,-1.1
O=C(c1cc2cc(Br)ccc2[nH]1)N1CCC2(CC1)OCCO2,5,1,19,4,-11,1,-10,-3,3.3
O=C1NC(=O)N(Cc2ccco2)C(=O)/C1=C\c1ccc(-c2ccc(F)cc2)o1,2,2,10,25,2,-8,0,-1,1.7
COc1cc(/C=C2\C(=O)NC(=O)N(c3ccccc3)C2=O)cc(OC)c1OC,1,12,13,0,-9,1,-14,1,0.7
NNC(N)=O,1,-14,6,-1,-1,-4,-21,-1,2.2
O=c1c2ccccc2[se]n1-c1ccccc1,6,-4,3,-3,5,10,5,12,-0.2
COC(=O)N(c1ccccc1)P(=O)(Oc1ccccc1)Oc1ccccc1,2,-2,-11,2,-12,-7,2,-5,1.4
Cc1ccc(P(=S)(c2ccc(C)o2)N2CCOCC2)o1,-2,1,13,5,-1,-5,0,-5,0.1
Cc1cc(/C=C2\C(=O)NC(=O)N(Cc3ccccc3)C2=O)c(C)n1-c1ccc(Cl)c(C(=O)O)c1,4,1,17,-5,-4,5,-2,1,4.0
Cc1cc(C(=O)CS(=O)c2ccc(F)cc2)cc(C)c1OC(=O)N(C)C (stereo not drawn),1,-3,-11,4,18,-5,4,-1,-0.5
O=C(C1c2ccccc2C(=O)N2CCc3ccccc3C12)N1CCC2(CC1)OCCO2 (stereo not drawn),0,-5,25,8,-12,-3,7,-3,0.8
CCCCCn1c(N)c(C(=O)NCCN2CCOCC2)c2nc3ccccc3nc21,5,-5,-2,1,1,-2,1,-1,0.5

# 2 records picked at random from the list so far:
SMILES,CHRM4 agonist,CHRM4 PAM,CHO-K1 Ca PAM,CHRM5 antagonist,CHO-K1 Ca antag,CHRM5 PAM,CHRM4 antagonist,CHRM5 agonist,CHO-K1 Ca ag
COC(=O)C1=C(c2ccc3ccccc3c2)C[C@@H]2CC[C@H]1N2C(=O)NC1Cc2ccccc2C1,0,-1,16,9,-11,10,5,-6,-0.2
COc1ccc(Br)cc1CNCCc1cccc(Cl)c1,11,-7,23,-30,-4,-7,8,0,8.4

# (further entries)
SMILES,CHRM4 agonist,CHRM4 PAM,CHO-K1 Ca PAM,CHRM5 antagonist,CHO-K1 Ca antag,CHRM5 PAM,CHRM4 antagonist,CHRM5 agonist,CHO-K1 Ca ag
CCCCCn1c(=O)c(C(=O)Nc2ccccc2S(N)(=O)=O)c(O)c2ccccc21,0,-2,5,-4,-10,11,0,1,-0.7
COc1ccc(CC2c3cc(OC)c(OC)cc3CCN2C)cc1O (stereo not drawn),1,2,1,9,-10,8,5,-1,0.0
CC12CC[C@H]3[C@@H](CCC4(O)C[C@H](O)CCC34/C=N/NC(=O)c3ccccc3O)C1(O)CCC2C1=CC(=O)OC1 (stereo partly drawn),0,3,2,5,-14,0,3,-2,0.4
CN(C)CP(=O)(O)CN(C)C=O,10,0,13,-3,10,-1,10,3,3.2
O=C1/C(=C\c2ccc(Cl)c(Cl)c2)N2CCC1CC2,3,-8,15,-5,-4,8,8,8,3.1
CCOC(=O)C1(CCc2ccccc2)CCN(Cc2cccc3cnccc23)CC1,1,-22,9,81*,6,-20,11,-10,0.2
Cn1c(O)c(C(=N)COc2ccccc2)c(=O)n(C)c1=O,1,5,8,-2,-18,-3,4,1,0.7
Cc1ccc(N2C(=O)NC(=O)/C(=C\c3cc(C)n(-c4ccc(C(=O)O)cc4)c3C)C2=O)cc1,1,7,9,-8,-15,4,-6,-3,2.3
C[C@]12CCC3C(CC[C@H]4C[C@H](O)CC[C@]34C)C1[C@@H](O)[C@@H](O)[C@@H]2O (stereo partly drawn),0,-3,12,14,-3,-3,3,0,0.8
Nc1c(C(=O)OCC2CCCO2)c2nc3ccccc3nc2n1Cc1cccs1 (stereo not drawn),10,5,6,0,-1,-3,-5,5,1.5
O=C(Cn1c(=O)n(CC2CS2)c2ccccc21)N1CCCCCC1 (stereo not drawn),1,1,6,-9,-6,7,-3,7,0.3
O=c1c2ccccc2nc(/C=C/c2ccc(O)c(O)c2)n1-c1ccccc1,18,-10,8,-5,2,-13,-4,14,7.4
O=C(Nc1ccc(C(F)(F)F)cc1)c1cccn(Cc2ccc3c(c2)OC(F)(F)O3)c1=O,1,15,12,4,-1,1,7,2,0.3
CC12CN3CC(C)(CN(C1)C3c1cccs1)C2 (stereo not drawn),0,5,6,-10,-5,5,-1,0,-0.2
Cc1cc(NC(=O)COC(=O)c2c(C)nn(Cc3ccccc3)c2C)no1,1,10,-2,2,-1,-10,15,-3,-0.1
O=C(Nc1cccc2ccccc12)N1CCC2(CC1)OCCO2,2,5,4,0,0,-4,8,-1,0.1
O=c1[nH]c(=O)n(C2CCCCCC2)c(O)c1C=NC1CCN(Cc2ccccc2)CC1,1,-8,-8,-2,1,-2,10,-8,0.0
CN1CCN(/N=C/c2c(O)n(CCC3=CCCCC3)c(=S)[nH]c2=O)CC1,1,12,-25,-9,12,1,-13,-4,-0.1
Cc1ccc(-n2c(O)c(C=Nc3ccc(Br)cn3)c(=O)[nH]c2=O)cc1,1,-1,16,-14,-5,6,-5,0,0.1
Cc1cc(OCc2cc(C(=O)O)oc2C)c2c3c(c(=O)oc2c1)CCCC3,0,7,12,5,1,-5,-1,1,0.2
COC(=O)C1=CO[C@H](C)[C@H]2CN3CC[C@@]4(C(=O)Nc5ccccc54)[C@@H]3C[C@H]12,0,3,6,5,2,-1,-19,-2,0.1
CCOC(=O)CNC(=O)N1Cc2cc(-c3ccccc3)ccc2-n2nncc2C1,2,2,11,-4,3,0,-6,2,1.3
O=c1[nH]c2ccccc2n1C1CCN(C(c2ccccc2)c2nnnn2Cc2ccccc2)CC1 (stereo not drawn),12,-10,-2,10,-2,-15,27*,10,3.7
NC(Cc1ccc(Cl)cc1)c1csc(Nc2ccccn2)n1 (stereo not drawn),22,-2,2,9,8,-7,7,9,2.3
COC(=O)C1=C(c2ccc(-c3ccccc3)c(F)c2)C[C@@H]2CC[C@H]1N2C(=O)NC1Cc2ccccc2C1,2,8,13,3,-25,10,4,0,1.2
COc1cc(O)cc2c1cc([N+](=O)[O-])c1c(C(=O)O)cc3c(c12)OCO3,1,-3,14,4,-1,-2,-1,0,0.2
Cc1c(-c2cccc(Cl)c2)nc2ccccc2c1C(=O)N1CCC2(CC1)OCCO2,16,-2,7,2,3,-9,-11,3,4.8
C[C@H](CO)N1C[C@H](C)[C@H](CN(C)C(=O)Oc2ccccc2)OCc2cnnn2CCCC1=O,0,6,-2,-3,7,-2,-18,0,0.3
COC(=O)C1=C(c2ccc(-c3ccccc3)c(F)c2)C[C@@H]2CC[C@H]1N2C(=O)NCCOc1ccccc1,4,-1,20,12,-19,-7,4,-5,1.3
O=C(O)c1ccc(/C=C/c2nc3ccccc3c(=O)n2-c2ccc(Br)cc2)cc1,5,-1,8,12,-7,-7,-1,2,4.8
CC1=NCCc2c1[nH]c1ccccc21,2,6,1,11,4,-9,-15,0,-0.1
C[C@H]1CCC[C@@H](O)CCC/C=C/c2cc(O)cc(O)c2C(=O)O1,6,5,9,1,-17,2,7,4,3.0
CCCC1(CCO)C(=O)NC(=S)NC1=O,1,10,10,6,-8,7,-8,0,-0.1
CCOP(=S)(OCC)Oc1nc(Cl)c(Cl)cc1Cl,2,5,8,-3,-17,1,-17,3,-0.1
O=c1[nH]c2ccccc2n1C1CCN(C(CCc2ccccc2)c2nnnn2-c2ccc3c(c2)OCCO3)CC1 (stereo not drawn),23,-12,14,17,8,-20,4,1,4.5
CC(C)CN1Cc2cc(N3CCCCC3)ccc2-n2nncc2C1,-1,-11,9,-10,3,16,-13,1,-0.4
